Nrf2 ARE act = qHTS of Nrf2 Activators; AREc32 ARE-luciferase reporter (MCF7-derived line), luminescence, 24 h; 410,000 tested, 0.31% active; AID 624171, 2012; Potency, µM (highest dose often 46.1 µM), for inactives: at the highest dose activation, hits mostly activators; further: potency means the concentration at half of the fitted maximal effect; % of control where 0% means no effect; nearly all actives have a fitted effect of over 65% in size
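AREc32 cells carrying an ARE-driven firefly luciferase, 1000 cells/well in OPTI-MEM with 5% FBS, dosed after overnight attachment and incubated 24 hr at 37 deg C. Steady-Glo luminescence read after 30 min at RT.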
A549 viability = Nrf2 qHTS screen for inhibitors: counterscreen for cytotoxicity; AID 504648, 2011; Potency, µM (titrated, usually from 46 µM), without a hit: at the top dose activity change, negative = cytotoxicity, hits mostly inhibitors; A549 ARE-Fluc cells, CellTiter-Fluor viability, 18-24 h; 390,000 tested, 0.16% active; further: potency means the concentration at half of the fitted maximal effect; on the % scale 0 is the no-effect control and ±100 the full control effect
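A549 ARE-Fluc cells in 5% FBS OPTI-MEM, 5000 cells/well, rested 2 h then exposed to compounds in concentration-response for 18-24 h at 37 °C. Viability by CellTiter-Fluor fluorescence (Ex 405/Em 525) after 30 min; luciferase luminescence (BugLite, 15 min, RT) read afterwards.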
HepG2 tox = qHTS for Inhibitors of TGF-b: Cytotox Counterscreen | HepG2 CAGA-GFP viability, ATP luminescence, 18 h | Potency, µM (highest dose often 46.1 µM), inactives show at the highest dose activity change, negative = cytotoxicity, hits mostly cytotoxic | 410,000 tested, 0.76% active; further: potency means the concentration at half of the fitted maximal effect; some results filed as inactive show a strong effect at the top dose
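HepG2 CAGA-GFP cells (1000/well, DMEM with 1% FBS) received compound, then TGF-beta at 500 pg/mL final, and were incubated 18 hours at 37 degrees C. Viability was read by CellTiter-Glo luminescence. Media-only wells were set as complete cell-killing and DMSO as no toxicity.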
IL2 activator = qHTS of IL-2 Activators | IL-2 activation reporter assay, cell-based qHTS; stimulated with anti-CD3/CD4/CD28 beads; in transgenic mouse T cells | activation, % (series mostly up to about 46 µM) | 360,000 tested, 0.065% active | AID 652025, 2013; in the data active means activation above about 50%; inconclusive means mostly about 30% to 49%; further: 0% is about no effect
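Unstimulated transgenic mouse T cells, 750 per well, received compound and, after 60 minutes, anti-CD3/anti-CD4 bead plus anti-CD28 stimulation. EGFP and DsRed were quantified after 18 hours.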
S2 tox = Viability Counterscreen for Primary qHTS for Inhibitors of ATXN expression | Potency, µM (titrated, usually from 56.7 µM), hits mostly cytotoxic | AID 651635, 2014 | S2 cells (HEK-293 line with an ATXN2-luciferase reporter) viability, CellTiter-Fluor protease fluorescence, 24 h | 400,000 tested, 0.49% active; further: potency means the concentration at half of the fitted maximal effect; nearly all actives have a fitted effect of over 40% in size
TGFb SMAD3 inh = qHTS for Inhibitors of TGF-b; 410,000 tested, 1.2% active; Potency, µM (top dose mostly 46.1 µM), for the others: at the top dose activity, negative = inhibition, most hits filed as inhibitors; HepG2 CAGA-GFP TGF-b/SMAD3 reporter, GFP fluorescence, 18 h; TGF-beta stimulated, 500 pg/mL final; further: potency means the concentration at half of the fitted maximal effect; on the % scale 0 is the no-effect control and ±100 the full control effect; nearly all actives have a fitted effect of over 65% in size
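Smad-responsive CAGA-GFP expression was quantified in HEPG2 cells exposed to compounds and 500 pg/mL final TGF-beta for 18 h at 37 degrees C; unstimulated wells defined full inhibition.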
ATXN2 expr inh = Primary qHTS for Inhibitors of ATXN expression; HEK-293 ATXN2-luciferase reporter, luminescence, 24 h; Potency, µM (doses to about 57 µM), without a hit: at the highest dose activity change, negative = inhibition, actives largely listed as inhibitors; 360,000 tested, 0.72% active; AID 1745845, 2022; further: potency means the concentration at half of the fitted maximal effect; on the % scale 0 is the no-effect control and ±100 the full control effect; nearly all actives have a fitted effect of over 55% in size
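qHTS (up to 57 uM final) was run with 24 h compound exposure of reporter cells at 37 °C. Each well was multiplexed: SteadyGlo luminescence measured ATXN2-luciferase expression after a fluorogenic Gly-Phe-AFC viability readout (25 uM final).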
EPAC2 ag = qHTS for Agonist of cAMP-regulated guanine nucleotide exchange factor 4 (EPAC2): primary screen | Potency, µM (highest dose often 154 µM), without a hit: at the highest dose activation, usual class: activators | EPAC2 activation, biochemical qHTS; response scale: 100% = 6.5 mM cAMP response | 360,000 tested, 0.079% active; further: potency means the concentration at half of the fitted maximal effect; nearly all actives have a fitted effect of over 50% in size
Target sequence (Q8WZA2 whole entry, looked up): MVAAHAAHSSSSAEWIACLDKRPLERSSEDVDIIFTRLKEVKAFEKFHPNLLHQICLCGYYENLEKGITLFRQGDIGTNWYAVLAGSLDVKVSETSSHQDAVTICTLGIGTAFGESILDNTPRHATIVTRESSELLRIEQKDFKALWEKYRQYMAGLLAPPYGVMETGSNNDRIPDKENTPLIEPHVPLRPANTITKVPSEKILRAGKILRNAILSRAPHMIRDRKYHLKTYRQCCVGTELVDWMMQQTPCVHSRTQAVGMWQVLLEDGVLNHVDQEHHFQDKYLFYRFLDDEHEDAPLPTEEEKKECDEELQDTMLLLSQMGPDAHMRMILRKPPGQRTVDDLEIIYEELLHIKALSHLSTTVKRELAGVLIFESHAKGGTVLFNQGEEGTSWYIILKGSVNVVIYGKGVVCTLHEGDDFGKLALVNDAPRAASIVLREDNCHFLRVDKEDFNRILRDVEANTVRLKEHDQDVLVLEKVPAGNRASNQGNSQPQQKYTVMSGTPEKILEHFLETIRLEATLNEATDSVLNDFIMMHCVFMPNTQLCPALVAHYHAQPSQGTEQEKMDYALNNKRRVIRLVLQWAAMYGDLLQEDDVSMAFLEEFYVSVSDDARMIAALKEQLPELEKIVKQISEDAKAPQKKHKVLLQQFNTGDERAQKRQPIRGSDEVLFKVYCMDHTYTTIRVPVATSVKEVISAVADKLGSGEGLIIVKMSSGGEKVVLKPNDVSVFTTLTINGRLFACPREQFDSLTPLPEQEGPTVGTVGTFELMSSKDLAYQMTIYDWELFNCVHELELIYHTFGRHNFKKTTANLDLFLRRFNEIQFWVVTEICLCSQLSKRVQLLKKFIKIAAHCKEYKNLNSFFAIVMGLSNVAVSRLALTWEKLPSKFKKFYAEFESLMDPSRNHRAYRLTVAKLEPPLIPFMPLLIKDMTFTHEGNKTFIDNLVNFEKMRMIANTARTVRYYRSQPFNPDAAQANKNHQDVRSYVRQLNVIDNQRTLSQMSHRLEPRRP
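Exchange assay: 100 nM EPAC2 with 250 nM Rap1B-BODIPY-GDP and 50 uM GDP. Fluorescence (ex 480/em 540 nm) read every 5 min for 30 min at room temperature. Data normalized to 6.5 mM cAMP as agonist control.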
Nrf2 block = Nrf2 qHTS screen for inhibitors. A549 ARE-Fluc reporter, luciferase luminescence, 18-24 h. Potency, µM (doses to about 46 µM), for inactives: at the top dose activity change, negative = inhibition, actives largely listed as inhibitors. 360,000 tested, 2.1% active. AID 504444, 2011; further: potency means the concentration at half of the fitted maximal effect; on the % scale 0 is the no-effect control and ±100 the full control effect; nearly all actives have a fitted effect of over 60% in size
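Cells were seeded and rested 2 h, then exposed to compounds for 18-24 h. CellTiter-Fluor was read first as a viability measure. BugLite was added 15 min before the final luminescent read of ARE-luciferase activity in A549 cells.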
* = called active by the depositor; i = inactive; u = inconclusive; x = not tested or not shown; & = joins results of further samples; [ ] = dose if it differs, or a comment. Unless noted, the call rests on the fitted dose curve; in most records, active means well fitted curve in the direction sought with a large enough effect; inconclusive means small, poorly fitted or top-dose-only effect, or another doubt; inactive means no such curve, though single readings can be large; an effect the other way counts as inactive or inconclusive.

SMILES	Nrf2 ARE act	A549 viability	HepG2 tox	IL2 activator	S2 tox	TGFb SMAD3 inh	ATXN2 expr inh	EPAC2 ag	Nrf2 block
Cc1cc(C)nc(/N=C(/NC(=O)Nc2cccc(Cl)c2)Nc2ccccc2)n1	0.0%	-7%	-2%	0.3	i	-6%	1%	7%	-9%
CC1CCN(C(=O)CCCOc2ccc(Cl)cc2)CC1	2.3%	-5%	-26%	-0.8	i	0%	20%	3%	6%
CCCCC(=O)Nc1cccc(-c2nc3ncccc3o2)c1C	0.3%&0.2%	-9%&-1%	0%&-3%	3.8	i	8%&8%	7%&11%	-5%	-18%&-24%
CN(C)CCn1c(C(=O)Nc2ccccc2)cc2ccccc21	-1.7%	-4%	-21%	-2.0	i	-29%	9%	7%	x
Cc1ccc(S(=O)(=O)N2CCN(C(=O)CN3C(=O)NC4(CCOc5ccccc54)C3=O)CC2)cc1 (centres undefined)	-0.7%	-11%	-6%	-2.0	i	u	2%	1%	0%
Cc1noc(C)c1C(=O)N1CCCC(C(=O)c2cccc(OC(C)C)c2)C1 (centres undefined)	-0.2%	0%	0%	-0.8	i	6%	-9%	-1%	1%
O=S(=O)(Nc1cccc(S(=O)(=O)N2CCCCC2)c1)c1ccc(Cl)s1	-1.4%	-3%	-7%	0.5	i	-15%	-13%	4%	-17%
CC(NS(=O)(=O)/C=C/c1ccccc1)C(=O)O (centres undefined)	-0.6%	3%	11%	1.8	i	-2%	x	8%	-17%
Cc1ccc(Cn2c(SCCN3CCOCC3)nc3c2c(=O)n(C)c(=O)n3C)cc1	0.8%	0%	4%	7.9	i	0%	3%	4%	-13%
Cc1c(Br)c([N+](=O)[O-])nn1CC(=O)N1CCc2ccccc2C1	0.6%	-4%	16%	-0.6	u	11%	1%	-3%	-19%
COc1cc(C(=O)NCC(=O)Nc2ccc(F)c(F)c2)ccc1OCC(=O)N1CCOCC1	0.2%	10%	5%	1.4	i	28%	-2%	-2%	17%
OC1(c2ccccc2F)CCN(Cc2nnnn2CCc2ccccc2)CC1	-0.3%	-2%	-16%	-0.7	i	-16%	2%	-9%	-14%
Cc1ccc(Cc2c(C3CCCCC3)nc3ccc(C)cn23)cc1	3.4%	x	-56%	-0.7	13µM*	u	16µM*	5%	x
O=C(O)c1ccc(CN2CCCCC2)o1	-0.1%	-1%	-1%	-2.5	i	-2%	6%	6%	-30%
Clc1cc(Br)ccc1NCc1cccnc1	2.4%	11%	-5%	-0.1	i	-6%	-31%	0%	5%
Cc1cccc(OCC(=O)Nc2nonc2-c2ccc(Br)cc2)c1C	-0.3%	5%	-38%	x	i	u	-21%	x	1%
C/C(=N\NC(=O)c1cc(C2CC2)nc2ccccc12)c1ccc(O)cc1O	0.2%	-2%	-17%	1.6	u	u	2.5µM*	8%	u
CCC(C)[C@H](NC(=O)NC1CCCc2ccccc21)C(=O)OC (some centres undefined)	0.2%	-1%	2%	-3.0	i	-3%	-8%	0%	-10%
O=C(CSc1nnc(-c2cccnc2)n1-c1ccc(F)cc1)NCc1ccc2c(c1)OCO2	0.3%	-9%	25%	-0.1	i	0%	-1%	-1%	5%
Cc1cc(C)nc(SCC(=O)Oc2ccc3oc(=O)cc(C)c3c2)n1	4.4%	-1%	-1%	-0.4	i	-3%	20%	-3%	26%
COC(=O)c1cccc(NC(=O)c2cnoc2C)c1	3.0%	9%	-15%	1.2	i	17%	-2%	2%	-12%
O=C1CC(N(Cc2ccc3c(c2)OCO3)C(=O)Nc2ccc(F)cc2)C(=O)N1c1ccccc1 (centres undefined)	-0.3%	-12%[1.84 µM]	6%	4.0	i	-2%	-1%	10%	-4%
Cc1ccccc1NC(=O)Cn1c(=O)n(CCCC(=O)NCc2ccc3c(c2)OCO3)c(=O)c2ccccc21	-0.8%	1%	-17%	x	i	0%	13%	x	-3%
Cc1ccc(Cl)cc1-n1ncc2c(Nc3ccc4c(c3)OCCO4)ncnc21	-0.8%	-7%	-3%	x	i	0%	23%	x	x
O=C(O)c1ccc(OCC2CCCO2)cc1 (centres undefined)	0.5%[9.22 µM]	-4%	2%	-0.6	i	10%	5%	2%	9%
CCc1ccccc1N1C(=O)N(Cc2cc(=O)n3ccccc3n2)c2ccccc2S1(=O)=O	1.0%	-4%	-30%	x	i	0%	-37%	x	x
COc1cc(SC)ccc1C(=O)Nc1nc(C)cs1	0.3%	8%	0%	-3.6	i	-22%	x	6%	x
COC(=O)Nc1ccc(Cc2ccncc2)cc1	-0.1%	0%	-10%	-7.3	i	-6%	-9%	1%	-5%
Cc1ccc(NC(=O)Cn2nnc3sc4c(c3c2=O)CCC(C)C4)cc1 (centres undefined)	-0.5%	6%	0%	x	x	0%	x	x	x
Cc1cccc(NC(=O)C2CC(=O)N(c3ccccc3)C2)c1C (centres undefined)	-0.1%	10%	18%	-0.8	i	4%	-6%	-11%	x
Cn1nc(C(=O)NCc2cccc(Cl)c2)c2c1-c1ccccc1S(=O)(=O)C2	-0.6%&-1.2%	-9%&-6%	-2%&-8%	-3.1	u	u	1%&-11%	-10%	u
O=C(CCN1C(=O)c2ccc(Br)cc2C1=O)NC1CCCCC1	-0.6%	-4%	-2%	0.1	i	-1%	4%	0%	14%
Cc1cc(C)c2c(CN3CCN(Cc4ccc5c(c4)OCO5)CC3)cc(=O)oc2c1C	-0.5%	2%	0%	-3.9	i	10%	-27%	-1%	x
CSc1nc(C)cc(OCNC(=O)c2cccs2)n1	-0.6%	-4%	10%	1.2	i	0%	0%	2%	4%
C=CCN(c1ccc(C(=O)NC(C)C)cc1)S(C)(=O)=O	-0.3%	2%	-28%	2.5	i	-7%	2%	6%	9%
O=C(NC(=S)N1CCCCC1CO)c1cc(Br)ccc1Cl (centres undefined)	-0.1%	2%	1%	-3.2	i	-4%	7%	3%	5%
COc1cccc(C(c2sc3nc(-c4ccco4)nn3c2O)N2CCOCC2)c1 (centres undefined)	-0.1%	-2%	0%	x	i	8%	0%	x	x
CCc1ccc(NC(=O)c2ccc(F)c(S(=O)(=O)NCCc3ccc(OC)c(OC)c3)c2)cc1	-0.6%	-14%	-28%	x	x	u	x	x	x
CCc1[nH]c(=S)c(C#N)c(-c2ccccc2)c1C(=O)OC	-0.2%	2%	18%	-0.6	i	3%	-22%	13%	-6%
COc1ccc(Cn2ccnc2SCC(=O)Nc2ccccc2)cc1	0.0%	3%	-42%	0.7	i	-20%	-11%	27%	1%
CSc1nc(-c2ccc(Cl)cc2)c(C#N)c(=O)[nH]1	-0.5%	1%	5%	2.7	i	-9%	x	-3%	-33%
Cc1ccccc1OCCC(=O)OCC(=O)Nc1ccc2[nH]c(=O)[nH]c2c1	-0.3%	1%	-6%	-4.1	i	-20%	9%	1%	16%
O=C(NC1CC1)C1CCN(C(=O)c2ccccc2Cl)CC1	-0.2%	-6%	6%	0.2	i	-2%	0%	5%	-21%
CN1c2cc(Cl)ccc2-c2nc(SCC(=O)Nc3ccc(F)cc3F)ncc2S1(=O)=O	-1.0%	-17%	-18%	x	i	-2%	-20%	x	16µM*
Cc1nc(-c2ccc(S(=O)(=O)Nc3cccc(S(N)(=O)=O)c3)s2)cs1	-1.4%	-12%	5%	-2.9	x	4%	0%	11%	-12%
Nc1nnc(CCc2ccccc2)s1	-0.3%	-5%	11%	-3.0	i	-1%	10%	-7%	3%
COc1cccc(CNc2nc3cc(C(C)=C(C)C)sc3c(=O)n2C)c1	0.8%	x	-19%	0.0	i	u	-8%	11%	x
C=CCN1C(=O)CSc2ccc(C(=O)NC3CCCCC3)cc21	0.5%	7%	2%	-2.7	i	3%	1%	12%	5%

Single records, from the list above:
Record of `Cc1ccccc1NC(=O)Cn1c(=O)n(CCCC(=O)NCc2ccc3c(c2)OCO3)c(=O)c2ccccc21` → Nrf2 ARE act = -0.8%; A549 viability = 1%; HepG2 tox = -17%; IL2 activator = x; S2 tox = i; TGFb SMAD3 inh = 0%; ATXN2 expr inh = 13%; EPAC2 ag = x; Nrf2 block = -3%
Record of `Cc1ccccc1OCCC(=O)OCC(=O)Nc1ccc2[nH]c(=O)[nH]c2c1` → Nrf2 ARE act = -0.3%; A549 viability = 1%; HepG2 tox = -6%; IL2 activator = -4.1; S2 tox = i; TGFb SMAD3 inh = -20%; ATXN2 expr inh = 9%; EPAC2 ag = 1%; Nrf2 block = 16%
Record of `COc1cc(C(=O)NCC(=O)Nc2ccc(F)c(F)c2)ccc1OCC(=O)N1CCOCC1` → Nrf2 ARE act = 0.2%; A549 viability = 10%; HepG2 tox = 5%; IL2 activator = 1.4; S2 tox = i; TGFb SMAD3 inh = 28%; ATXN2 expr inh = -2%; EPAC2 ag = -2%; Nrf2 block = 17%

Part of the list above, reformatted.
> O=C(NC1CC1)C1CCN(C(=O)c2ccccc2Cl)CC1
  Nrf2 ARE act = -0.2% | A549 viability = -6% | HepG2 tox = 6% | IL2 activator = 0.2 | S2 tox = i | TGFb SMAD3 inh = -2% | ATXN2 expr inh = 0% | EPAC2 ag = 5% | Nrf2 block = -21%
> CN1c2cc(Cl)ccc2-c2nc(SCC(=O)Nc3ccc(F)cc3F)ncc2S1(=O)=O
  Nrf2 ARE act = -1.0% | A549 viability = -17% | HepG2 tox = -18% | IL2 activator = x | S2 tox = i | TGFb SMAD3 inh = -2% | ATXN2 expr inh = -20% | EPAC2 ag = x | Nrf2 block = 16µM*
